USP1-UAF1 inh = blocks the human USP1/UAF1 deubiquitinase complex. Potency, µM (doses to about 57.1 µM), for the others: top-dose activity change, negative = inhibition, hits mostly inhibitors. recombinant USP1/UAF1, Ub-Rhodamine cleavage fluorescence. actives 0.23% (n = 390,000); also: potency is read from the fitted curve at half-maximal effect; % is scaled to controls: 0 for no effect and ±100 for the full control effect; nearly all actives have a fitted effect of over 60% in size; inactives centre near -12
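USP1/UAF1 complex (1 nM) preincubated 15 min at room temperature with compound, then Ub-Rho substrate (150 nM final) added. Kinetic fluorescence at 480/540 nm over 6 reads at 60 s intervals; 50 mM HEPES pH 7.8, 0.5 mM EDTA, 0.1 mg/ml BSA, 1 mM TCEP, 0.01% Tween-20.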
LDHA inh = LDHA (human) enzyme inhibition. activity change, % (values are at about 110 or 230 µM). purified LDHA, NADH/diaphorase-resazurin fluorescence; active compounds read low. P00338. actives 0.15% (n = 480,000); in the data active = activity change below about -30%; inconclusive = mostly about -25% to -30%;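 also: plate controls were DMSO wells for no effect and wells without enzyme for full effect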
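Human LDH5 (2 nM) was incubated with 0.06 mM NADH and 0.2 mM pyruvate for 5 min at room temperature in Tris pH 7.4. Remaining NADH was coupled through diaphorase/resazurin, and resorufin fluorescence was read at 0 and 20 min.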
rTrxR1 inhibitor = blocks rat thioredoxin reductase 1 | O89049 | recombinant rTrxR1, NADPH fluorescence consumption, selenite substrate | Potency, µM (top dose mostly 114 µM), for the others: at the top dose activity change, negative = inhibition, hits mostly inhibitors | actives 1% (n = 390,000) | AID 588453; also: potency is read from the fitted curve at half-maximal effect; % is scaled to controls: 0 for no effect and ±100 for the full control effect; nearly all actives have a fitted effect of over 65% in size
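Rat TrxR1 (90 nM in the dispensed reagent) was pre-reduced with 400 uM NADPH for 5 min at room temperature, then incubated with compound for 15 min. After 400 uM selenite was added, NADPH fluorescence (Ex 340/Em 450 nm) was followed for 8 min.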
Vif-A3F inh = inhibitors of Vif-A3F interaction; HeLa A3F-eYFP + Vif (tagged APOBEC3F with the HIV-1 protein that degrades it), YFP fluorescence increase; Potency, µM (doses to about 46.1 µM), without a hit: at the highest dose activity, negative = active; actives 0.2% (n = 390,000); AID 602313; also: potency is read from the fitted curve at half-maximal effect; % of control where 0% means no effect; nearly all actives have a fitted effect of over 65% in size
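HeLa cells stably expressing Vif plus C-terminally eYFP-tagged A3F were seeded, incubated overnight at 37 deg C, dosed with compound, incubated overnight again at 37 deg C. Yellow fluorescence (Ex 488/Em 500-530) reported blocked Vif-mediated A3F-eYFP degradation.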
Vif-APOBEC3G blk = Vif-A3G binding inhibition. Q9HC16. HeLa A3G-eYFP + Vif (tagged APOBEC3G with the HIV-1 protein that degrades it), YFP fluorescence, overnight. Potency, µM (highest dose often 46.1 µM), for inactives: at the highest dose activity, negative = active, actives largely listed as inhibitors. actives 0.076% (n = 410,000). AID 602310;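 also: potency is read from the fitted curve at half-maximal effect; % is scaled to controls: 0 for no effect and ±100 for the full control effect; nearly all actives have a fitted effect of over 60% in size; hits raise eYFP signal because A3G escapes Vif-driven loss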
Target sequence (Q9HC16 whole entry, looked up): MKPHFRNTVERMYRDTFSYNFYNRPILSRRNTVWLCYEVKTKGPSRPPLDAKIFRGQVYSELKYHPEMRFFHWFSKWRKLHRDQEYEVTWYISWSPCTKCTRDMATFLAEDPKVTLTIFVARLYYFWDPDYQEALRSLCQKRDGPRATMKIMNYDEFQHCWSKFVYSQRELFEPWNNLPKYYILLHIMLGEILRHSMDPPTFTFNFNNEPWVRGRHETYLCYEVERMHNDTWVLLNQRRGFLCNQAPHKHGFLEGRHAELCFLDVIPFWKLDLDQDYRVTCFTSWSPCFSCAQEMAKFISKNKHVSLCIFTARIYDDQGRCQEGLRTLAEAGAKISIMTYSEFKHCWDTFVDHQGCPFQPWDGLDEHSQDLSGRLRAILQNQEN
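HeLa cells stably expressing Vif and C-terminally eYFP-tagged A3G, seeded overnight at 37 deg C, then exposed to compound by pintool overnight at 37 deg C. Rise in yellow fluorescence (Ex 488/Em 500-530, Acumen) marks blocked Vif-driven A3G degradation.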
GRP78 ERSR act = induces the endoplasmic reticulum stress response in human glioma cells; U87-MG GRP78 promoter luciferase reporter, 16 h; Potency, µM, for the others: at the highest dose activation, hits mostly activators; actives 0.02% (n = 420,000); AID 602332; also: potency is read from the fitted curve at half-maximal effect; series mostly up to about 76 µM; % of control where 0% means no effect; nearly all actives have a fitted effect of over 35% in size
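ERSR induction read as luciferase luminescence (Bright-Glo, 10 min at room temperature) in stably transfected human U87-MG glioma cells exposed to compounds for 16 h, using GRP78 as sensor.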
IDH1 R132H inh = human IDH1 R132H inhibition. IDH1-R132H enzyme, NADPH consumption, diaphorase/resazurin fluorescence. Potency, µM (highest dose often 76.6 µM), inactives show top-dose activity change, negative = inhibition, actives largely listed as inhibitors. actives 0.093% (n = 390,000). AID 602179; also: potency is read from the fitted curve at half-maximal effect; % is scaled to controls: 0 for no effect and ±100 for the full control effect; nearly all actives have a fitted effect of over 65% in size
Target sequence (O75874 whole entry R132H, stated change not applied): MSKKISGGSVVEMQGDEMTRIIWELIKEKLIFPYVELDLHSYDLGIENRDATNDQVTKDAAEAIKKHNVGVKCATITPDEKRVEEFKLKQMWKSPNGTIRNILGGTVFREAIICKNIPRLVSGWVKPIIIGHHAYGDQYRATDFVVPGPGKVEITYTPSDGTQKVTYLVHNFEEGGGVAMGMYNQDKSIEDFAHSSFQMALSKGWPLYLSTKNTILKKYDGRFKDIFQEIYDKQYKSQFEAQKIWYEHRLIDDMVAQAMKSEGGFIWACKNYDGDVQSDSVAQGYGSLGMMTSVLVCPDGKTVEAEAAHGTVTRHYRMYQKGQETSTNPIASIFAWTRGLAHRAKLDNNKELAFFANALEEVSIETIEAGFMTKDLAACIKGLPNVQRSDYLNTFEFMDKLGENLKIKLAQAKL
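IDH1-R132H (0.5 ug/mL dispensed) in pH 7.5 Tris buffer was preincubated 30 min with compound, then given a substrate mix of 0.016 mM NADPH and 2 mM alpha-KG for 80 min at room temperature; remaining NADPH was read by diaphorase/resazurin fluorescence.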
TrxR1 substrate = rat thioredoxin reductase 1 substrate activity. O89049. purified TrxR1 substrate turnover, NADPH consumption readout. Potency, µM (titrated, usually from 114 µM), for the others: at the top dose activity change, negative = substrate turnover. actives 0.01% (n = 390,000). AID 588456; also: potency is read from the fitted curve at half-maximal effect; % is scaled to controls: 0 for no effect and ±100 for the full control effect; nearly all actives have a fitted effect of over 50% in size
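Rat TrxR1, dispensed at 90 nM, was prereduced with 400 uM NADPH (final) for 5 min at ~22 deg C, then incubated with compound 15 min before 400 uM selenite. A first-read NADPH fluorescence drop versus no-compound background flagged substrates.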
RGS4 inh = human RGS4 inhibition; Transcreener GDP fluorescence polarization, RGS4-accelerated GTP hydrolysis; Potency, µM (doses to about 114 µM), for inactives: top-dose activity change, negative = inhibition, hits mostly inhibitors; actives 0.039% (n = 390,000); AID 504845; also: potency is read from the fitted curve at half-maximal effect; % is scaled to controls: 0 for no effect and ±100 for the full control effect; nearly all actives have a fitted effect of over 75% in size; some results filed as inactive show a strong effect at the top dose
Target sequence (P49798 whole entry, looked up): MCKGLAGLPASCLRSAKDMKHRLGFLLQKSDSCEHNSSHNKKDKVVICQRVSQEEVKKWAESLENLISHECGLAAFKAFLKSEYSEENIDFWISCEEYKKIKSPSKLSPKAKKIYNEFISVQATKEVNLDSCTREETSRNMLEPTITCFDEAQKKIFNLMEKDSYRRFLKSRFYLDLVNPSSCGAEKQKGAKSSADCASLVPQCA
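MLSMR compounds (23 nl, pin-transferred) preincubated 10 min at room temperature with a 500nM (2x) first reagent, then RGS4 at 900nM (2x) plus Transcreener GDP mix added; fluorescence polarization (620/688 nm) read before and after 90 min at 30 °C.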
The depositor's hits bear a star; ? = inconclusive; / = not tested or not shown; & = joins results of further samples; [ ] = dose if it differs, or a comment. Unless noted, calls follow the shape of the dose curve; as a rule, active = well fitted curve in the direction sought with a large enough effect; inconclusive = small, poorly fitted or top-dose-only effect, or another doubt; inactive = no such curve, though single readings can be large; an effect the other way counts as inactive or inconclusive. An excerpt, so the mix of outcomes need not match the whole.

SMILES	USP1-UAF1 inh	LDHA inh	rTrxR1 inhibitor	Vif-A3F inh	Vif-APOBEC3G blk	GRP78 ERSR act	IDH1 R132H inh	TrxR1 substrate	RGS4 inh
O=C(NN=Cc1ccccc1C(=O)O)c1cccc(S(=O)(=O)Nc2cccc(C(F)(F)F)c2)c1	-8%	-9	1%	4%	3%	1%	-24%	-4%	-17%
COc1ccc(NC(=S)NNC(=O)Cn2nc(C(F)F)cc2C(F)F)cc1	-24%	2	-24%	-6%	1%	-4%	-1%	-5%	-29%
COc1ccc(C2=NN(CC(=O)NCCc3ccccc3)C(=O)CC2)cc1	-8%	0	3%[57.1 µM]	3%	2%	-4%	-1%	-7%[57.1 µM]	21%
COc1ccc(-c2csc3nc[nH]c(=O)c23)cc1OC	-10%	-11	-2%	10%	-2%	-10%	-8%	-4%	6%
COc1ccc(-c2cc(C(F)F)n3ncc(C(=O)Nc4cccc(S(=O)(=O)N5CCOCC5)c4)c3n2)cc1	-3%	-10	36%[activator][57.1 µM]	-16%	-7%	1%	17%	13%[57.1 µM]	?
C=CCN1C(=O)c2ccccc2C1(O)Cc1ccccc1 (stereo not given)	-23%	-6	4%	-8%	-7%	-2%	-4%	-1%	-19%[56.9 µM]
COc1ccc(C2=NOC(C)(c3nnc(-c4ccc(F)cc4)o3)C2)cc1 (stereo not given)	-17%	-5	5%	0%	1%	-3%	0%	-4%	12%
FC(F)(F)c1ccccc1NC(=S)Nc1ccccc1	-14%	-10	?	7%	-4%	0%	-7%	-20%	5%[56.9 µM]
CCCN1CCN(CC(=O)Nc2nnc(CC)s2)CC1	-23%	-1	13%	-6%	1%	-4%	7%	-5%[57.1 µM]	-5%
O=C(OCC(=O)N1CCCC1)c1ccc(S(=O)(=O)Nc2ccccc2)cc1	-17%	-3	7%	-13%	-1%	-3%	7%	-2%	-23%
O=C(NC(Cc1ccccc1)c1ccc2c(c1)OCCCO2)c1ccc(F)cc1 (stereo not given)	-11%	5	8%	-4%	0%	6%	6%	5%	-28%
COc1ccc2c(CC(=O)Nc3ccc(OC)nc3)coc2c1	?	-1	4%[57.1 µM]	-4%	-5%	-2%	4%	-5%	-9%
CC1(C)OC(=O)C(=CNC(Cc2c[nH]c3ccccc23)C(=O)O)C(=O)O1 (stereo not given)	-20%	5	15%[57.1 µM]	-3%	0%	-3%	2%	8%	6%
CCC(CC)NC(=O)CN(c1ccccc1OC)S(=O)(=O)c1cccs1	-21%	-1	14%	0%	3%	-4%	4%	4%	16%
N#CC(c1ccc(N)cc1)C(CC(=O)c1ccccc1)c1ccccc1 (stereo not given)	-16%	-3	/	-9%	-3%	3%	11%	/	/
Cc1cc(-n2cc(Br)c(=O)[nH]c2=O)nc(-c2ccccc2)n1	-9%	-11	1%	4%	0%	-2%	-12%	-1%	-13%
COc1c(C=O)c2c(c(OC)c1OC)-c1ccc(OC)c(=O)cc1C(NC(C)=O)CC2 (stereo not given)	-3%	4	-23%	-17%	-29%	1%	9%	-16%	-3%
O=C(NCCNCCO)C1(C(F)(F)F)CC(CCc2ccccc2)CCCO1 (stereo not given)	/	/	?	/	4%	-5%	/	-6%	-6%
CN(C)S(=O)(=O)c1ccc(N2CCCC2)c(C(=O)NC(c2ccccc2)c2ccccc2)c1	-21%	-6	0%	5%	-2%	-1%	1%	11%	-19%
COc1cccc(C2CC(C(F)(F)F)n3ncc(C(=O)Nc4c(C)n(C)n(-c5ccccc5)c4=O)c3N2)c1 (stereo not given)	-2%	-2	15%	-15%	0%	-5%	-1%	5%	27%
Cc1cc(Cl)c2oc(C(=O)NC3CCC(O)CC3)c(C)c2c1 (stereo not given)	-17%	0	6%	-16%	4%	1%	7%	6%	-41%
COc1ccc(Cl)cc1S(=O)(=O)N1CCN(Cc2ccc3c(c2)OCO3)CC1	-10%	9	10%	-5%	2%	-7%	4%	-2%	7%
O=C(CCc1ccc(S(=O)(=O)NC2CCCCC2)cc1)NCc1ccccn1	-15%	-5	12%	5%	15%	-5%	0%	2%	3%
CCOCCCNC(=O)C1CCCN(S(=O)(=O)c2cccc3nsnc23)C1 (stereo not given)	-15%	-3	11%	2%	2%	-3%	1%	-3%	17%
CCC(=O)Nc1cc2c(cc1C(=O)CC)OCCO2	-9%	3	-9%	3%	-4%	0%	4%	4%	-7%
CCOc1ccc(NC(=O)CSc2nnc(C)n2CC2CCCO2)cc1 (stereo not given)	-15%	-1	4%	4%	-1%	0%	4%	1%	-6%
NC(=O)CSc1nc2ccccc2nc1SCC(N)=O	-9%	-1	5%[57.1 µM]	0%	-1%	-2%	6%	-6%[57.1 µM]	-13%
Cc1ccc2nc(NC(=O)c3nc(SCc4ccccc4F)ncc3Cl)sc2c1	-23%	-3	32%	1%	1%	2%	-11%	10%	0%
CCN(CC(=O)NC1CC1)S(=O)(=O)c1ccccc1	-21%	-2	26%	0%	-9%	-3%	7%	6%	12%
O=C(Nc1ccccc1C(=O)N1CCCCCC1)c1cccc(S(=O)(=O)N2CCOCC2)c1	2%	-2	6%	1%	1%	-4%	0%	3%	-5%
CCCS(=O)(=O)N1CCC(C(=O)NCc2ccc(F)cc2)CC1	-3%	-3	6%	8%	1%	-4%	-2%	0%	9%
Cc1ccc2c(c1)N(C(=O)Nc1cccc(C)c1C)CCO2	1%	-10	23%	5%	3%	-3%	4%	14%[11.4 µM]	9%
CC(=O)Nc1ccc(S(=O)(=O)Nc2cccc(S(=O)(=O)N(C)c3ccccc3)c2)cc1	-1%	-4	-2%	-10%	-6%	-3%	-3%	-3%	-7%
COc1cccc(/C=N/NC(=O)CC2C(=O)NN=C2C)c1OC (stereo not given)	-4%	1	12%	-10%	-2%	0%	0%	52%[activator]	38%
CC(C)(C)c1ccc(-c2nc(S(=O)(=O)c3ccccc3)c(N3CCOCC3)o2)cc1	-13%	-2	19%	/	/	/	/	-1%	6%
Cc1nc2sccn2c1P(c1c(C)nc2sccn12)c1c(C)nc2sccn12	-13%	-5	-15%	-3%	-5%	-3%	-16%	10%[57.1 µM]	33%

Among those listed so far, three contain an aryl thioether with sulfur outside any ring.
SMILES	USP1-UAF1 inh	LDHA inh	rTrxR1 inhibitor	Vif-A3F inh	Vif-APOBEC3G blk	GRP78 ERSR act	IDH1 R132H inh	TrxR1 substrate	RGS4 inh
CCOc1ccc(NC(=O)CSc2nnc(C)n2CC2CCCO2)cc1 (stereo not given)	-15%	-1	4%	4%	-1%	0%	4%	1%	-6%
NC(=O)CSc1nc2ccccc2nc1SCC(N)=O	-9%	-1	5%[57.1 µM]	0%	-1%	-2%	6%	-6%[57.1 µM]	-13%
Cc1ccc2nc(NC(=O)c3nc(SCc4ccccc4F)ncc3Cl)sc2c1	-23%	-3	32%	1%	1%	2%	-11%	10%	0%

More compounds.
SMILES	USP1-UAF1 inh	LDHA inh	rTrxR1 inhibitor	Vif-A3F inh	Vif-APOBEC3G blk	GRP78 ERSR act	IDH1 R132H inh	TrxR1 substrate	RGS4 inh
CC(C)COc1ccc(C(=O)N/N=C/c2ccoc2)cc1	-10%	-4	8%	-15%	-1%	5%	-7%	-1%	22%
O=C(Nc1ccc(Cl)cc1Cl)[C@@H]1CC=C[C@@H]2CCN(C3CC3)C(=O)[C@@H]21	/	/	2%	/	-7%	-3%	/	7%	/
CCOC(=O)c1oc2ccccc2c1COC(=O)CNC(=O)c1cccc(C)c1	-8%	-6&7	-9%	?	-1%	1%	7%	-5%	1%
CC(C)c1c(O)ccc2c1CC[C@H]1C(C)(C)CCC[C@]21C	5%	-4	21%	3%	2%	-11%	-2%	-9%	15%
O=C(CN1C(=O)c2cccc3cccc1c23)N1CCN(c2ccccc2)CC1	-3%	-3	34%	-4%	-1%	-5%	5%	20%	22%
COc1ccc(-c2ccc([C@H]3[C@@H]4C=CCC[C@@]4(C)C(=O)N3Cc3ccccc3)c(F)c2)cc1	-18%	-1	14%	-1%	0%	-5%	9%	2%	7%
O=C(CN(C(=O)CCC(=O)Nc1nccs1)c1cccc(C(F)(F)F)c1)NCC1CCCO1 (stereo not given)	-20%	0	35%[57.1 µM]	6%	-1%	-3%	4%	-10%[57.1 µM]	17%
CCCC[n+]1ccn(C2=C([O-])c3ccccc3C(=O)/C2=N\S(=O)(=O)c2ccc(Cl)cc2)c1	?	11	28%	4%	-24%	-7%	12%	-1%	-14%
CCc1noc(C)c1C(=O)Nc1nc2ccc(OC)cc2s1	-8%	-4	1%[57.1 µM]	-27%	-3%	4%	8%	0%[57.1 µM]	10%
COc1ccccc1NC(=O)CC1Sc2ccc(C(F)(F)F)cc2NC1=O (stereo not given)	-23%	-7	11%	-11%	0%	-1%	0%	3%	-4%
CCN(CCn1cccn1)Cc1cn[nH]c1-c1ccc(-c2ccccc2)cc1	-5%	0	10%	0%	-3%	0%	6%	-1%	5%
COc1cc(C2CC(=O)NC3=C2C(=O)CC(C)(C)C3)ccc1O (stereo not given)	-1%	-4	18%	-18%	2%	-4%	9%	10%[57.1 µM]	15%
CCOC(=O)C1=NOC2C(=O)N(c3ccc(Cl)cc3Cl)C(=O)C12 (stereo not given)	-9%	-3	15%[57.1 µM]	0%	1%	1%	11%	8%[57.1 µM]	6%

Assay outcomes (PubChem)
